GSIS activator: GLuc luminescence reporter in INS-1E cells, primary screen for activators of glucose-dependent secretion of insulin; INS-1E GLuc reporter insulin secretion, 2-3 h; activation, % at 16.6 µM; 0.61% of 370,000 active;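 active = lowest replicate activation of at least 40%, so every replicate reaches that level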;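 note: 0% = median of neutral control wells and 100% = median of IBMX positive control wells; some compounds called inactive have numbers as strong as hits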
RAD52 anneal inh: RAD52 DNA annealing inhibitors, primary screen, biochemical, FRET, single point, set 2; recombinant RAD52 DNA annealing, FRET fluorescence; 0.46% of 360,000 active; inhibition, % at 18.7 µM; DNA repair protein RAD52 homolog (Homo sapiens), P43351; AID 651710, 2012;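 active = every replicate showing at least 50% inhibition; inconclusive = mean inhibition at least 50% but not in every replicate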
Xi reactivation: activators of inactive X chromosome reactivation, primary screen, imaging, XiGFP fibroblasts, GFP high-content imaging, set 2; 0.055% of 360,000 active; AID 743238, 2013; XiGFP mouse fibroblasts, % GFP-positive cells imaging, 3 d; cells co-treated with 5-aza-dC sensitizer; scaled so ellipticine positive control = 100%; activation, % at 7.58 µM;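 active = mean normalized replicate activation at least 10% and every replicate at or above 10%; inconclusive = only one of the two criteria met; inactive = mean below 10% and not all replicates reach 10%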;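 note: 0% = median of on-plate neutral control wells and 100% = ellipticine 6 µM median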
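Material: SV40-immortalized XiGFP fibroblast cells, line 68-5-11 | Buffer or medium: DMEM containing 5-aza-dC | Dosing: One concentration, pinned | Times: 3 d treatment, 15 min room-temperature fixation | Controls: Ellipticine 6 µM positive control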
E-selectin induc: E-selectin induction in HUVECs, primary screen, imaging, HUVEC, immunofluorescence imaging, single point; P16581; normalized: neutral wells 0, TNF-alpha wells 100; activation, % at 7.58 µM; 0.37% of 260,000 active; AID 686992, 2013;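 active = mean E-selectin-positive cell signal at least 10% of the positive control, reached in at least 60% of replicates, without over 20% cell loss; inconclusive = no rule given, readout overlaps actives, possibly toxicity-flagged; inactive = the rest, including those meeting only one limit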;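 note: in these data hits start at about 27%; measured in HUVEC primary endothelial cells; signal is the percent of cells scored E-selectin positive by PE staining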
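Test system – human umbilical vein endothelial cells (HUVEC), E-selectin induction · Input – 3,000 HUVEC seeded per well · Buffer or medium – EGM-2, gelatin · Compound dosing – single-point compound dose · Detection – immunofluorescence imaging · Measure – percent E-selectin-positive cells · Controls – TNF-alpha high, DMSO low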
DENV2 CPE rescue: inhibitors of DENV2 cytopathic effect, primary screen, cell-based, plate reader, single concentration; 1.7% of 350,000 active; CPE inhibition, % at 9.99 µM; DENV2-infected cells, cytopathic effect rescue; in the data active = CPE inhibition above about 20%, passing the limit was not always enough; inconclusive = no clear call, values can overlap the other calls; tested in BHK-21 cells;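 note: 0% = median of neutral control wells and 100% = median of positive control wells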
RAD54 branch: inhibitors of human RAD54 branch migration, primary screen, biochemical, fluorescence, single point. RAD54 Holliday junction branch migration, FAM/BHQ fluorescence. inhibition, % at 10.4 µM. 0.14% of 360,000 active. AID 602329, 2012;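 active = mean normalized replicate activity at least 40 and at least half of replicates scoring 40 or more; inconclusive = only one of the two criteria met; inactive = mean below 40 and under half of replicates reaching 40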;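 note: 0% = median of neutral control wells and 100% = median of positive control wells; inhibitors cause a drop in the FAM fluorescence signal; in these data hits start at about 50%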
Target sequence (Q92698 whole entry, looked up): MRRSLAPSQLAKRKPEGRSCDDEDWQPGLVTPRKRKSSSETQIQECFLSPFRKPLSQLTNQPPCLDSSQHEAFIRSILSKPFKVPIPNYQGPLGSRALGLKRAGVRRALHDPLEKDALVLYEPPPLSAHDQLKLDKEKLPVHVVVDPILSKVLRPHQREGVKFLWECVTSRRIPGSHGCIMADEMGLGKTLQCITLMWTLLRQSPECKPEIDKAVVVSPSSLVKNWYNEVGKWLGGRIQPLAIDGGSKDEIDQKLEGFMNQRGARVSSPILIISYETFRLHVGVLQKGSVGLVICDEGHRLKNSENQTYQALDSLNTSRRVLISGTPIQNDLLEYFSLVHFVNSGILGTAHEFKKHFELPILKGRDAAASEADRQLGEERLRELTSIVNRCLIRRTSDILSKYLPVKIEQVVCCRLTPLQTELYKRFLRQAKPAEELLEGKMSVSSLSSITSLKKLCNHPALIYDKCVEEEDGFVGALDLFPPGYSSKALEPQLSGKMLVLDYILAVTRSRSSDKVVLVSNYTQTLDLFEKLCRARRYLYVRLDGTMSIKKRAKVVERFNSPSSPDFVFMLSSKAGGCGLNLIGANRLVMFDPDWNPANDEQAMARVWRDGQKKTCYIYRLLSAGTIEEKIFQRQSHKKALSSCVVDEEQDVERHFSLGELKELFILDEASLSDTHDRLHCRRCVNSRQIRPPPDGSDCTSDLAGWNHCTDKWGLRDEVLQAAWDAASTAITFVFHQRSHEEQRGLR
Casp6 inh: human caspase-6 inhibitors, primary screen, biochemical, VEID-R110 fluorescence, single point, set 2; P55212; purified caspase-6, Z-VEID-R110 cleavage fluorescence; inhibition, % at 12.5 µM; 0.53% of 350,000 active;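 active = mean inhibition across replicates at least about 35%, with every replicate also reaching that limit, limit read from the data; inconclusive = only one of the two criteria met; inactive = neither criterion met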;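 note: 0% = median of neutral control wells and 100% = no fluorescence left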
Target sequence (P55212 24-179 limits assumed): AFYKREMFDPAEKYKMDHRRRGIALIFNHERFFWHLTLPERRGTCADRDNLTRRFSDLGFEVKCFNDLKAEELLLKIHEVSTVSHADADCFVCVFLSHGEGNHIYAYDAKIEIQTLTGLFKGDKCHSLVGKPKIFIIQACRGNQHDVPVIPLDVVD
Target sequence (P55212 194-293 limits assumed): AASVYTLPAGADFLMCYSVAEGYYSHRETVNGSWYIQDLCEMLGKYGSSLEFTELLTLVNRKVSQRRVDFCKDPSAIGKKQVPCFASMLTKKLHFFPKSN
F508del corr: F508del CFTR correction, initial screen, CFBE line, single point; CFBE cells, YFP halide quenching; stimulated with forskolin plus potentiator P3; % fluorescence drop versus neutral controls; activity (quench increase), % at 7.58 µM; 0.36% of 350,000 active;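 active = mean added fluorescence quench of at least 8% versus neutral control, with both replicates also reaching 8%; inconclusive = only one of the mean or replicate conditions met; inactive = mean below 8% and not both replicates reaching 8%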;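 note: cells transiently co-express mutant CFTR-F508del with the halide-sensitive YFP; corrector assay measuring rescue of mutant channel to the surface after 24 h compound exposure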
Numbers without * were called inactive; ? = inconclusive; / = no result given. Rows are unselected; overall some 3.7% were active at least once.

SMILES	GSIS activator	RAD52 anneal inh	Xi reactivation	E-selectin induc	DENV2 CPE rescue	RAD54 branch	Casp6 inh	F508del corr
COc1cccc(CNC(=O)CSc2nc3ccc(C)cc3[nH]2)c1	8	-15	0.4	1.6	6	-1	0	8.4*
C[C@@H]1ON(C)[C@H]2C[C@H]3c4[nH]c5c(-c6ccc7c(c6)OCO7)cccc5c4CCN3C(=O)[C@@H]12	-14	-9	0.2	0.3	4	/	5	0.8
CCOc1ccccc1N(C)S(=O)(=O)c1ccc2c(c1)CC(C)N2C(=O)C1CC1 (stereo not drawn)	-2	2	0.0	/	4	-7	2	2.9
O=C(Nc1cccc(C(=O)O)c1)/C(=C/c1ccc2c(c1)OCO2)NC(=O)c1cccc(Br)c1	-8	-24	0.0	/	-2	/	5	-0.8
Cc1csc(SCC(=O)Nc2cccc(S(=O)(=O)N3CCOCC3)c2)n1	-2	-15	0.0	/	8	/	-1	0.6
C/C=C/c1cnc2c(c1)C(=O)N([C@H](C)CO)C[C@H](C)[C@H](CN(C)C(=O)Nc1ccc(C(F)(F)F)cc1)O2	-16	2	0.6	-0.2	-9	-2	-1	0.9
C[C@@H]1CCCCO[C@@H](CN(C)C(=O)c2ccccc2)[C@@H](C)CN([C@H](C)CO)C(=O)c2cc(NC(=O)Cc3ccccc3)ccc2O1	8	-5	-1.3	0.1	1	5	-1	0.2
Cc1cccc(-c2nc(CS(=O)CC(=O)NC3CCCCC3)c(C)o2)c1 (stereo not drawn)	2	-6	0.0	0.6	-1	-9	1	-1.2
COc1ccc(S(=O)(=O)N2CCOCC2)cc1NC(=O)CCCOc1ccc(C(C)=O)cc1	/	-26	0.1	0.3	9	-5	0	6.3
C[C@@H]1CCCCO[C@@H](CN(C)C(=O)c2ccncc2)[C@@H](C)CN([C@@H](C)CO)C(=O)c2cc(NS(=O)(=O)c3ccc(F)cc3)ccc2O1	7	0	0.1	1.4	-4	-3	-2	2.1
Cc1[nH]c(C)c(S(=O)(=O)N2CCN(c3ccccc3F)CC2)c1C(=O)N1CCCC1	6	-6	0.0	/	-5	-2	-5	-1.4
Cc1nc(-c2ccc(F)cc2)c(CC(=O)N(C)CC(=O)Nc2ccccc2Cl)s1	-10	2	0.4	-0.7	-10	-4	-79	2.5

One compound at a time, as listed above. Screens in order: GSIS activator | RAD52 anneal inh | Xi reactivation | E-selectin induc | DENV2 CPE rescue | RAD54 branch | Casp6 inh | F508del corr
`C[C@@H]1ON(C)[C@H]2C[C@H]3c4[nH]c5c(-c6ccc7c(c6)OCO7)cccc5c4CCN3C(=O)[C@@H]12` across the screens: -14 | -9 | 0.2 | 0.3 | 4 | / | 5 | 0.8
`C[C@@H]1CCCCO[C@@H](CN(C)C(=O)c2ccncc2)[C@@H](C)CN([C@@H](C)CO)C(=O)c2cc(NS(=O)(=O)c3ccc(F)cc3)ccc2O1` across the screens: 7 | 0 | 0.1 | 1.4 | -4 | -3 | -2 | 2.1

Remaining list, next part:
SMILES	GSIS activator	RAD52 anneal inh	Xi reactivation	E-selectin induc	DENV2 CPE rescue	RAD54 branch	Casp6 inh	F508del corr
CCCC(=O)Nc1ccc(S(=O)(=O)N2CCCC2)cc1	-7	9	/	/	-2	2	1	0.2
C[C@H]1CCCCO[C@@H](CN(C)C(=O)Nc2cccc3ccccc23)[C@@H](C)CN([C@@H](C)CO)C(=O)c2cc(NS(=O)(=O)c3ccccc3)ccc2O1	-3	-7	0.0	/	?	-3	-2	0.3
CN(C)CCNC(=O)CCn1nc(-c2ccc(Cl)cc2)ccc1=O	7	-8	0.4	1.6	0	0	-24	/
CCCCCCCCN1C(=O)[C@@H](CC(=O)N2CCCC2)C[C@@]2(C(=O)OC)C1=C[C@H](C1CCCC1)O[C@@H]2C	112*	-20	0.0	-0.2	0	/	1	-2.3
CCOC(=O)N=Nc1c(O)n(Cc2ccccc2)c2ccccc12	0	-2	0.1	/	14	/	3	1.4
COc1ccccc1CNC(=O)/C=C/c1ccc(Br)o1	-26	-30	0.3	/	9	3	3	-4.3
Cc1ccc(NS(=O)(=O)c2ccc(CCC(=O)N3CCCC3)cc2)cc1	-6	0	0.0	/	/	/	2	-0.2
COc1ccc2c(c1)C(=O)[C@H](O)[C@@H](c1ccc(OC)c(Br)c1)O2	13	-7	0.0	-0.1	13	/	0	4.8
CN(C(=O)c1sc2nc(N3CCOCC3)c3c(c2c1N)CCCC3)c1ccccc1	-13	1	0.1	1.8	2	/	0	1.6
CCN(CC)CCNC(=O)c1ccc(NC(=O)c2ccc(S(=O)(=O)N3CCCCCC3)cc2)cc1	-1	5	0.1	-2.2	10	-3	-2	1.1
CCOC(=O)c1c(C)[nH]c(C)c1S(=O)(=O)NCCN1CCN(c2ccccc2F)CC1	-7	-16	0.2	/	-4	7	-3	0.1
C[C@H]1CN([C@@H](C)CO)C(=O)Cc2cc(NS(=O)(=O)c3ccc(Cl)cc3)ccc2O[C@@H]1CN(C)C(=O)Nc1ccc(F)cc1	-9	4	-0.3	12	-8	-1	-1	-0.6
Cc1ccccc1C1NC(c2ccccc2C)C([N+](=O)[O-])C(C)(C)C1[N+](=O)[O-] (stereo not drawn)	/	-19	0.0	-0.4	7	1	-4	-1.7
Cc1cccc(C(=O)NC(=S)Nc2c(C)n(C)n(-c3ccccc3)c2=O)c1	-23	-12	0.2	-0.1	2	0	-1	-0.6
Cc1ccc(Cl)cc1NC(=O)C(NS(=O)(=O)c1cccs1)c1ccccc1 (stereo not drawn)	-9	-3	-0.2	0.9	-1	-5	3	/
COc1ccc([C@H]2CC(=O)C=C(c3ccc(C(=O)O)cc3)C2)cc1OC	91*	-12	0.2	0.0	-10	-4	-2	0.9
C[C@@H]1CN([C@@H](C)CO)C(=O)Cc2cc(NS(=O)(=O)c3ccc(Cl)cc3)ccc2O[C@@H]1CN(C)C(=O)Nc1ccc(C(F)(F)F)cc1	-4	18	0.2	0.1	-7	1	-1	-2.1
Cc1noc(C)c1NC(=O)N[C@H]1CC[C@H](CCNC(=O)C2CC2)O[C@@H]1CO	10	-3	-0.2	0.1	6	5	-4	-0.1
C[C@@H]1CN([C@H](C)CO)S(=O)(=O)c2ccc(C#CC3(O)CCCC3)cc2O[C@@H]1CN(C)C(=O)c1ccncc1	23	4	0.3	-0.1	-11	-31	3	-0.7
O=C(Nc1cc(F)cc(F)c1)c1ccc(NCCCN2CCCCCC2)c([N+](=O)[O-])c1	-13	3	0.0	0.2	2	/	3	1.6
O=C(NNC1CC(=O)N(c2ccc(Br)cc2)C1=O)c1cccnc1 (stereo not drawn)	-3	-13	0.0	/	10	/	-2	-0.7
COc1ccccc1/C=C/C=N/n1c(-c2ccc(Cl)cc2)n[nH]c1=S	25	-24	0.0	/	1	-30	2	-0.2
CN(CC(=O)NCc1ccco1)C(=O)C1CC(=O)N(c2ccc3c(c2)OCCO3)C1 (stereo not drawn)	/	5	0.1	-0.6	?	6	5	1.1
COc1ccc(/C=C/c2c(-c3ccccc3OC)sc3ccccc23)cc1OC	0	-4	0.0	0.0	?	-1	-3	-3.4
COc1ccc(-c2ccc(SCC(=O)N3CC(=O)Nc4ccccc43)nn2)cc1	-5	-35	0.2	0.2	4	-1	4	0.5
CCC(C(=O)Nc1ccc(S(=O)(=O)N(C)C2CCN(C)CC2)cc1)c1ccccc1 (stereo not drawn)	-8	-3	-0.1	-1.6	-5	1	-20	0.1
CCC(=O)Nc1ccc2c(c1)C(=O)N(C)[C@@H]1CC[C@H](CC(=O)NCc3ccccc3Cl)O[C@H]1CO2	3	-8	0.0	0.0	/	-10	-2	-4.8
COc1ccc(-c2cc(N)n(S(=O)(=O)c3c(F)c(F)c(F)c(F)c3F)n2)cc1OC	14	-22	/	/	3	-18	13	1.9
COc1ccc(CNC(=O)C(CCSC)NS(=O)(=O)c2ccccc2F)cc1 (stereo not drawn)	0	-14	0.0	2.4	-4	-19	5	0.0
O=C(CSc1ncnc2sc3c(c12)CCCC3)NC1CCS(=O)(=O)C1 (stereo not drawn)	/	-34	-0.1	/	-10	-7	2	-0.6
Cn1c(=O)c(C(N)=S)cn(-c2ccccc2)c1=O	-7	2	-0.1	-0.1	4	-1	-2	-0.7
CC(=O)OC[C@@H]1CN(Cc2ccccc2)C[C@H](n2cnc3c(NC4CCCC4)ncnc32)O1	-18	-31	0.0	0.0	-4	-19	-4	-0.8
COc1ccc(C(=O)Nn2c(C)nc3ccccc3c2=O)cc1OC	3	-10	0.3	-0.1	-2	/	/	1.8
CN1CCN(C(=O)C2=C[C@H](c3ccc(C(F)(F)F)cc3)C[C@H](OCCCCO)O2)CC1	1	-18	-0.3	0.8	-7	-6	-4	2.7
CN(C)C(=O)c1cccc(-c2ccc([C@@H]3[C@H]4CN(C(=O)C5CCCCC5)CC(=O)N4[C@H]3CO)cc2)c1	-13	5	0.0	0.0	4	/	-2	2.8
Clc1cc(Br)ccc1OCCN1CCOCC1	7	-23	-0.1	-0.9	-7	8	-3	0.0
O=S(=O)(c1ccccc1)N1CCCCN2[C@H](CO)[C@H](c3ccc(-c4cncnc4)cc3)[C@@H]2C1	-8	7	0.0	-0.2	33*	-18	0	2.3
C[C@@H]1CN([C@H](C)CO)C(=O)Cc2cc(NC(=O)CCC(F)(F)F)ccc2O[C@H]1CN(C)CC1CC1	21	11	0.1	-0.2	-4	-6	-3	-0.6
Cc1cccnc1NC(=S)Nc1ncccc1C	-22	-6	0.3	0.0	0	16	-8	-4.0
CCOc1ccc(NC(=O)COc2cccc3c2CCN(Cc2cccnc2)C3=O)cc1	-8	-16	0.1	/	-1	-11	3	-0.2
O=C(COc1ccc(S(=O)(=O)N2CCOCC2)cc1)NC1CCCCC1	-12	-17	0.2	-0.3	-3	-6	-4	1.5
CC12CC3CC(C)(C1)CC(NCc1ccncc1)(C3)C2	-2	-13	0.0	2.0	4	-7	-2	0.1
Clc1ccc(C2Nc3cccc4cccc(c34)N2)cc1Cl	21	-12	-0.1	1.3	-2	2	0	0.0
C[C@H]1CN([C@@H](C)CO)C(=O)Cc2cc(NC(=O)Nc3ccc(F)cc3)ccc2O[C@H]1CN(C)CC1CC1	-18	25	-0.7	/	-11	-1	-6	-0.8
COc1cccc(CNC(=O)c2ccc3c(c2)N(C)CCS3)c1OC	11	-13	0.2	0.0	-7	-4	-1	-2.8
CCOC(=O)C1(CCc2ccccc2)CCN(C2Cc3ccccc3C2)CC1	-3	-9	0.0	3.8	-8	1	1	2.8
COc1ccc(-c2cccc(-c3nc(C(=O)NCC(F)(F)F)cc4c3[C@H](CCO)N([S@@](=O)C(C)(C)C)C4)c2)cc1	-8	8	0.0	-0.1	2	8	3	1.6
CC(=O)NC(Cc1ccc(F)cc1)C(=O)NC1CCN(C(=O)Nc2cccc(C)c2)CC1 (stereo not drawn)	-10	-11	0.4	0.3	?	-5	4	-5.4
CCN(CC)C(=O)CSc1nc2c(sc(=S)n2-c2ccccc2)c(=O)n1-c1ccccc1OC	-17	-10	0.0	0.0	9	-4	-4	3.7

Assay outcomes (PubChem BioAssay)
